# Screening data as filed in PubChem.
# ALOX12 inhib = 12-hLO (ALOX12) enzyme inhibition; Potency, µM (series often up to 57.1 µM), for the others: at the highest dose activity change, negative = inhibition, actives largely listed as inhibitors; purified 12-hLO, xylenol orange hydroperoxide absorbance; AID 1452; hit rate 0.12% among 150,000; P18054; further: potency means the concentration at half of the fitted maximal effect; nearly all actives have a fitted effect of over 55% in size; many of its hits are not listed in these tables
#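 Hydroperoxide formation by human 12-lipoxygenase from 40 uM arachidonic acid was followed colorimetrically via ferric-xylenol orange complex, using the 573/405 nm absorbance ratio. Enzyme concentration was 150 nM, with 30 min reaction at room temperature.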
# IMPase inh = membrane-permeable compound that blocks inositol monophosphatase; 120,000 tested, under 10 active; inhibition (IP1 accumulation), % at 46.1 µM; CHO-M1 cells, IP1 accumulation, HTRF TR-FRET ratio; P97697; active means well fitted curve in the direction sought with a large enough effect in the signal ratio, not every such curve was filed as active; inconclusive means small, poorly fitted or top-dose-only effect, or a change in a side signal; inactive means no such curve, though single readings can be large or run the other way; the % refers to the signal ratio;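 further: cells stimulated with carbachol in lithium chloride buffer; plate controls were DMSO basal wells for no effect and reference inhibitor wells for full effect; higher means more IMPase inhibition seen as more IP1 and lower FRET ratio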
#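 CHO-M1, 2000 cells/well, cultured 16–30 h; cpd up to 46 uM; carbachol (50 uM solution, stimulation buffer w/ 50 mM LiCl, pH 7.4), 30 min 37C; IP-One TR-FRET, 10 min RT; Ex 320/Em 665, 620; Hill-fit AC50.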
# 15-hLO-2 inh = inhibitors of human 15-lipoxygenase 2 (ALOX15B) | O15296 | purified 15hLO-2, xylenol orange hydroperoxide absorbance | Potency, µM (titrated, usually from 57.1 µM), without a hit: at the highest dose activity change, negative = inhibition, hits mostly inhibitors | hit rate 0.56% among 110,000; further: potency means the concentration at half of the fitted maximal effect; nearly all actives have a fitted effect of over 60% in size; many of its hits are not listed in these tables
#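 Read-out: hydroperoxide product oxidises ferrous iron, measured as xylenol orange complex via the 573-to-405 nm absorbance ratio after 30 min. Reaction: 50 nM enzyme, 15 min compound preincubation, 45 uM arachidonic acid, 90 min RT, Hepes pH 7.5 with Triton X-100.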
# PNC inhibitor = inhibitors of perinucleolar compartment assembly; PC3M PTB-GFP, PNC prevalence imaging, 16 h; active compounds read low; activity change (PNC), negative = inhibition, % at 10 µM; hit rate 3.1% among 140,000; AID 2417;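 active means readout at or below -70, meaning at least 70% loss of cells showing the perinucleolar compartment, a nuclear body marking cancer cells; inconclusive means readout between -30 and a set limit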;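 further: plate controls were DMSO wells for no effect and camptothecin positive control wells for full effect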
#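 PC3M cells stably expressing PTB-GFP, 750–1000 cells/well, treated 16 h at 37 °C with compound (23 nl of library stock), in duplicate. After paraformaldehyde fixation and Hoechst stain, imaged at 20x; PNC prevalence scored by image analysis.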
# * = called active by the depositor; ? = inconclusive; . = not tested or not shown; [ ] = remark or other dose. Unless noted, the call rests on the fitted dose curve; in most records, active means well fitted curve in the direction sought with a large enough effect; inconclusive means small, poorly fitted or top-dose-only effect, or another doubt; inactive means no such curve, though single readings can be large; an effect the other way counts as inactive or inconclusive. Unless noted, on the % scale 0 is the no-effect control and ±100 the full control effect. This is a subset. The share of hits here may be higher or lower than overall.
# Order of values – ALOX12 inhib | IMPase inh | 15-hLO-2 inh | PNC inhibitor
COc1ccc(C(=O)NNC(=S)NC(=O)c2ccco2)cc1
  -25% | 10 | 5% | -17
O=C(COc1ccccc1)NNC(=O)c1cccs1
  4% | . | . | 44
CS(=O)(=O)N(CC(=O)NC1CC1)c1cccc(F)c1
  0% | 2 | 4%[2.29 µM] | ?
Cc1ccc(C)c(NC(=O)c2nc(-c3ccccc3)n(-c3ccccc3)n2)c1
  -2% | 0 | -15% | ?
CCCn1nnnc1SCC(=O)N1CCCc2ccccc21
  0% | -2 | 2% | -1
Cc1ccc(NC(=O)CS(=O)CC(=O)Nc2cccc(C)c2C)cc1F (stereo not given)
  -9% | 4 | -2% | 17
COc1cc2c(cc1OC)C(/C(C#N)=N\O)=NC(C)(C)C2
  -2% | -5 | -6% | 47
Cc1cc(C)c(C)c(S(=O)(=O)N2CCN(CC(=O)Nc3ccc([N+](=O)[O-])cc3)CC2)c1C
  -4% | . | . | 32
O=C(Nc1ccccc1Cl)c1ccccc1Oc1ccc(C(F)(F)F)cc1[N+](=O)[O-]
  -2% | 18 | -12% | 61
CCn1c(CSc2nc3ccccc3s2)n[nH]c1=S
  -2% | 2 | -12% | 35
CNC(=O)Nc1cccc(NC(=O)NC)n1
  0% | -2 | 0% | -10
c1cc2nnnn2nc1N1CCCCC1
  -3% | -6 | -4% | 18
Cc1cc(C)n(-c2ccc(C(=O)OCC(=O)NCc3ccc(F)cc3)cc2)n1
  -1% | 9 | . | -12
O=S(=O)(c1cccc(-c2nc3ccccc3s2)c1)N1CCCC1
  -8% | ? | -7% | -27
COc1cccc2c1OC[C@@H](CO)[C@H]2N(C)C(=O)Nc1ccc(Cl)cc1
  -3% | -4 | 11% | ?
Cc1ccc(-c2noc(CCC(=O)N(C)c3ccccc3C)n2)cc1
  -6% | ? | 2% | 13
Brc1ccc(CSc2nnc(Cc3c[nH]c4ccccc34)o2)cc1
  -17% | 8 | 4% | 15
COc1ccc(C(=O)C2CCN(C(=O)c3ccc(C)cc3)CC2)cc1
  -2% | 7 | 6% | 7
O=C(Nc1nc(-c2ccccn2)cs1)C1CC1
  4% | 3 | . | 38
N=C(N)SCc1cccc(-c2nc3ccccc3c(=O)o2)c1
  4%[11.4 µM] | . | -5%[11.4 µM] | .
CC1(C)CC(=O)C=C(NC2CCCCCCC2)C1
  0% | 6 | . | -27
Cc1cc(=O)oc(C)c1C(=O)OCC(=O)c1ccccc1
  -10% | -11 | -12% | -8
CCOC(=O)C1=C(C)N=c2s/c(=C\c3cc(OC)c(OC)c(OC)c3)c(=O)n2C1/C=C/c1ccccc1 (stereo not given)
  -2% | 0 | . | 19
O=C1C2CCCN2c2ccc(S(=O)(=O)N3CCOCC3)cc2N1Cc1ccccc1F (stereo not given)
  -10% | 5 | . | -14
Cc1cc(-c2c(C)n([O-])c(C)c(C)[n+]2=O)ccc1F
  4% | 4 | -2% | 18
COc1ccc(Nc2oc(COc3ccc(OC)cc3)nc2C#N)cc1
  -19% | 16 | . | ?
Cc1c2ccccc2nc2c(F)c(N(C)C)c(F)c(F)c12
  -5% | -17 | . | -16
Cc1ccnc(SCC(=O)N2CCN(c3cccc(Cl)c3)CC2)n1
  -2% | 18 | -7% | -3
CCC(Sc1nnc(C)s1)C(=O)Nc1nccs1 (stereo not given)
  3% | -4 | -8% | 12
COC(=O)C1CCN(C(=O)C(C)Oc2ccc(Cl)cc2Cl)CC1 (stereo not given)
  -13% | -1 | -5% | -87*
O=c1oc2ccccc2c(Nc2ccccc2)c1[N+](=O)[O-]
  7% | -5 | . | -16
COc1cc(/C(C)=N/NC(=O)Cc2c(C)[nH][nH]c2=O)ccc1O
  0% | 12 | . | ?
CN1CCN(Cc2nc(N)nc(Nc3ccc4c(c3)OCCO4)n2)CC1
  5% | -2 | 38%[activator] | -6
CCc1nn(CC(=O)N2CCN(Cc3ccc4c(c3)OCO4)CC2)c(=O)c2cc3occc3n12
  7% | -1 | . | 58
COc1ccc(C(=O)NCc2cn3ccccc3n2)cc1
  2% | 1 | . | 8
COc1cc(CN2CCC(C(=O)N3CCCC(C)C3)CC2)cc(Br)c1O (stereo not given)
  -13% | 17 | -5% | 18
COc1cc(C2C(C#N)=C(N)N(c3cccnc3)C3=C2C(=O)CC(C)(C)C3)ccc1O (stereo not given)
  5% | -2 | -6% | 12
CCc1nnc(SCc2ccc(CSc3nnc(CC)n3N)cc2)n1N
  1% | 2 | 3% | 28
COc1ccccc1C(=O)NCCn1cc(SCC(=O)Nc2cc(C)on2)c2ccccc21
  -6% | 2 | . | -6
CSc1nc(SCC(=O)NC(c2ccccc2)c2ccccc2)c2c3c(sc2n1)CN(C)CC3
  -3% | 7 | 21% | ?
CCOC(=O)c1[nH]c(C)c(C(=O)N(CC)CC)c1C
  9% | 5 | -3% | -7
Cc1cc2oc(=O)cc(CN3CCN(S(=O)(=O)c4cccs4)CC3)c2cc1C(C)C
  7% | 7 | . | -4
Cc1[nH]n(-c2ccccc2)c(=O)c1/C=N/c1ccccn1
  6% | 2 | 7% | 44
CCOC(=O)CNC(=O)/C=C/c1c(Cl)cccc1Cl
  1% | . | . | -123*
O=C(CCNC(=O)c1ccccc1Cl)Nc1ccc(Br)c(C(F)(F)F)c1
  -5% | . | . | ?
CCOC(=O)C1=C(Cn2ccc(C(F)(F)F)n2)NC(=O)NC1c1ccc2c(c1)OCO2 (stereo not given)
  -7% | 3 | -6% | -16
CC[n+]1cc(-c2ccccc2)nc(N2CCOCC2)n1
  -10% | ? | ? | 19
CCOC(=O)CC1=CC(C)(CC(=O)OCC)C(C#N)(C#N)C(N)=C1C#N (stereo not given)
  -4% | -1 | 0% | ?
NC(=O)[C@H]1CC2(CC(c3cccc(NC(=O)c4ccccc4)c3)=NO2)CN1C(=O)[C@H]1CCC(=O)N1 (stereo not given in full)
  0% | 7 | -2% | -3
Cc1nn(-c2ccc(F)cc2)c(Cl)c1/C=C(\CC(=O)O)c1nc2ccccc2s1
  0% | 8 | . | 5
CC(C)(C)C(=O)Cn1c(=N)n(Cc2ccccc2)c2ccccc21
  -9% | 9 | . | -119*
CSc1nc(C)c(CCOC(=O)c2cccc(C)c2)c(=O)[nH]1
  5% | -1 | -9% | 79
CCOc1ccccc1OCCOc1cccc(C(F)(F)F)c1
  5% | 3 | 18% | 43
N#Cc1c(-c2ccc(Cl)cc2Cl)nc2n(c1=O)CCS2
  ? | 0 | ? | -26
CN(C)c1ccc(-c2cncnc2NCc2ccccc2)cc1
  1% | . | 65%[activator] | .
Cn1c(OCc2cccnc2)nc2c1c(=O)n(Cc1ccccc1)c(=O)n2C
  1% | 1 | 4% | ?
COCCCNCCCCSc1ccc(Cl)cc1
  2% | . | . | -27
Cc1cc(NC(=O)c2ccc(Br)c(S(=O)(=O)N3CCCC3)c2)no1
  4% | 12[1.84 µM] | 12%[11.4 µM] | ?
COc1ccc(NS(=O)(=O)c2ccc(N3CCOCC3)c(NC(=O)c3cccc(F)c3)c2)cc1
  -5% | . | . | 39
CC1(C)[C@H](C(=O)O)N2C(=O)C[C@H]2S1(=O)=O
  1%[0.00818 µM] | . | -6%[0.0915 µM] | .

# Among those listed so far, 3 have a nitro group on carbon.
# Order of values – ALOX12 inhib | IMPase inh | 15-hLO-2 inh | PNC inhibitor
Cc1cc(C)c(C)c(S(=O)(=O)N2CCN(CC(=O)Nc3ccc([N+](=O)[O-])cc3)CC2)c1C
  -4% | . | . | 32
O=C(Nc1ccccc1Cl)c1ccccc1Oc1ccc(C(F)(F)F)cc1[N+](=O)[O-]
  -2% | 18 | -12% | 61
O=c1oc2ccccc2c(Nc2ccccc2)c1[N+](=O)[O-]
  7% | -5 | . | -16

# Other results follow.
Structure | ALOX12 inhib | IMPase inh | 15-hLO-2 inh | PNC inhibitor
Cc1ccccc1S(=O)(=O)c1c(C)cc(C)n(C(C)C)c1=O | -2% | 9 | -11% | -20
CCC(=O)N1N=C(c2ccc(C)o2)CC1c1ccc(Br)cc1 (stereo not given) | -5% | 0 | . | -7
CCCCN(CCCC)S(=O)(=O)c1ccc(SCC(=O)OCC)c([N+](=O)[O-])c1 | 0% | -5 | -6% | -87*
CC(C)C(C(=O)C=[N+]=[N-])N1C(=O)c2ccccc2C1=O (stereo not given) | 2% | 11 | 2% | -20
Cc1noc(NS(=O)(=O)c2ccc(N3CC(O)=C(c4ccccc4)C3=N)cc2)c1C | 0% | -5 | -6% | 12
O=C(Nc1ccon1)c1csc2ccccc12 | 2% | -3 | -6% | -23
O=C(Nc1nc(-c2ccc(F)cc2)cs1)C1CCCO1 (stereo not given) | -3% | . | . | ?
COc1ccc(C2=NOC(C(=O)Nc3cc(Br)ccc3O)C2)cc1OC (stereo not given) | -18% | -10 | -14% | -10
CCN(CC(=O)Nc1cc(Cl)ccc1C)c1ncnc2sc(C)c(C)c12 | -1% | 24 | . | ?
O=C(CSc1n[nH]c(-c2cccs2)n1)N1CCCc2ccccc21 | -4% | 4 | -7% | 4

# Part of the list above in order of heavy-atom count, smallest number first.
Structure | ALOX12 inhib | IMPase inh | 15-hLO-2 inh | PNC inhibitor
O=C(Nc1ccon1)c1csc2ccccc12 | 2% | -3 | -6% | -23
COc1ccc(C2=NOC(C(=O)Nc3cc(Br)ccc3O)C2)cc1OC (stereo not given) | -18% | -10 | -14% | -10
CCCCN(CCCC)S(=O)(=O)c1ccc(SCC(=O)OCC)c([N+](=O)[O-])c1 | 0% | -5 | -6% | -87*

# Following part.
Structure | ALOX12 inhib | IMPase inh | 15-hLO-2 inh | PNC inhibitor
CN1CCN(C(=O)c2ccc(CS(=O)(=O)c3c(Cl)cccc3Cl)o2)CC1 | 7% | -11 | . | -3
Cc1ccc(S(=O)(=O)N2CCC(N3CCCCCC3)CC2)cc1 | -4% | -2 | . | 50
Cn1c(SCC(=O)NCc2ccccc2)nc2ccccc21 | -2% | -1 | -6% | -2
Cn1c(CNC(=O)Nc2ccccc2Cl)nnc1SCc1ccccc1 | -1% | -10 | 3% | 14
CCOC(=O)c1ccc(NCc2nc3ccccc3[nH]2)cc1 | 3% | -1 | . | 30
Cn1cc(C2CC(c3ccccc3)=NN2C(=O)c2ccccc2)c2ccccc21 (stereo not given) | 5% | . | . | ?
CCCCN1CCCCC1C(=O)Nc1c(C)cccc1C (stereo not given) | 1% | . | 17% | .
CSC1=N/C(=C\c2ccc(Br)o2)C(=O)S1 | -12% | 0 | -19% | -9
O=C(CC(c1cccs1)S(=O)(=O)c1ccccc1)c1ccc(F)cc1 (stereo not given) | 3% | . | . | -11
CCCCOC(=O)c1ccccc1N1C(=O)C2C3CCC(C3)C2C1=O (stereo not given) | 2% | . | . | -19
COC(CCN(C)C)(c1ccccc1)c1ccccc1 | 5% | 8 | 13% | ?
Cc1ccc2[nH]c3c(NCc4ccco4)ncnc3c2c1 | -1% | 0 | 51%[activator] | -14
COc1ccc(/C=N/NS(=O)(=O)c2ccc(C)cc2)cc1OC(=O)c1ccc(C)cc1 | -15% | 3 | -10% | -8
O=C(Oc1cccc2cccnc12)c1cccc(-n2cnnn2)c1 | -3% | 8 | . | 3
COc1ccc(C2CCCN2C(=O)c2cccs2)cc1 (stereo not given) | -1% | -7 | 1% | 0
CCN(CC(F)(F)C(F)F)S(=O)(=O)c1ccc(NC(=O)OC)cc1 | 7% | 7 | . | ?
Cc1cc(C)n2c(-c3ccccc3Cl)nnc2n1 | 1% | . | . | -109*
CC(C)(C)c1nc2scc(-c3ccc(Cl)cc3)c2c(=O)o1 | -5% | 4 | -7% | 24

# Full records, looked up by structure. Order of values: ALOX12 inhib	IMPase inh	15-hLO-2 inh	PNC inhibitor
# `O=C(Oc1cccc2cccnc12)c1cccc(-n2cnnn2)c1` reads -3%	8	.	3
# `COc1ccc(C2CCCN2C(=O)c2cccs2)cc1` (stereo not given) reads -1%	-7	1%	0
# `COC(CCN(C)C)(c1ccccc1)c1ccccc1` reads 5%	8	13%	?
